# Screening results (PubChem)
# AmpC detergent = blocks E. coli AmpC beta-lactamase in detergent assay | P00811 | AmpC hydrolysis of nitrocefin, absorbance 480 nm, 0.01% Triton | Potency, µM (top dose mostly 114 µM), without a hit: at the top dose activity change, negative = inhibition, most hits filed as inhibitors | actives 0.041% (n = 370,000);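 also: potency is read from the fitted curve at half-maximal effect; 0% = no-compound wells and -100% = no-enzyme wells; nearly all actives have a fitted effect of over 25% in size; some results filed as inactive show a strong effect at the top dose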
# Target sequence (P00811 whole entry, looked up): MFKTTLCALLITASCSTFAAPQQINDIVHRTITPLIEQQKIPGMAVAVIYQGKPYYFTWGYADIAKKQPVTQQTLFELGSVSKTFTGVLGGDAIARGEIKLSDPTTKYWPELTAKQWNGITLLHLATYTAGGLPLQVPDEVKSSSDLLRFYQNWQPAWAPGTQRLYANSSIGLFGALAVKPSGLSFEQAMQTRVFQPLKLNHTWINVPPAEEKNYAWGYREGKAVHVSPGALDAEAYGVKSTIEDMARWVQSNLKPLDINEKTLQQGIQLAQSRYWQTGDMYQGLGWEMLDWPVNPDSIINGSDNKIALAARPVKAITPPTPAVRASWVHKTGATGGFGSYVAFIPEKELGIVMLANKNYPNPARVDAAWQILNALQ
#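 AmpC (5.3 nM in the dispensed reagent) in 20 mM phosphate pH 7.0 with 0.01% (detergent screen) or 0.0001% Triton X-100 was preincubated with compounds for 15 min at room temperature. Nitrocefin was then added from an 800 uM solution, and hydrolysis was followed at 480 nm.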
# Sm TGR block = blocks Schistosoma mansoni thioredoxin glutathione reductase; Potency, µM (highest dose often 114 µM), inactives show at the top dose activity change, negative = inhibition, most hits filed as inhibitors; AID 485364; purified TGR, DTNB reduction, TNB absorbance 405 nm; actives 3% (n = 360,000); Q962Y6; also: potency is read from the fitted curve at half-maximal effect; nearly all actives have a fitted effect of over 60% in size
#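 First, TGR (20 nM dispensed) and NADPH were mixed with compound. Second, a 15 min room-temperature incubation followed. Third, further NADPH and then DTNB were added to start the reaction. Finally, TNB absorbance was monitored kinetically.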
# FBPA Giardia inh = Giardia lamblia aldolase inhibition | A8B2U2 | Potency, µM (titrated, usually from 59.6 µM), for the others: at the top dose activity, negative = inhibition, hits mostly inhibitors | purified Giardia FBPA | actives 0.71% (n = 290,000); also: potency is read from the fitted curve at half-maximal effect; nearly all actives have a fitted effect of over 55% in size
# Target sequence (A8B2U2 whole entry, looked up): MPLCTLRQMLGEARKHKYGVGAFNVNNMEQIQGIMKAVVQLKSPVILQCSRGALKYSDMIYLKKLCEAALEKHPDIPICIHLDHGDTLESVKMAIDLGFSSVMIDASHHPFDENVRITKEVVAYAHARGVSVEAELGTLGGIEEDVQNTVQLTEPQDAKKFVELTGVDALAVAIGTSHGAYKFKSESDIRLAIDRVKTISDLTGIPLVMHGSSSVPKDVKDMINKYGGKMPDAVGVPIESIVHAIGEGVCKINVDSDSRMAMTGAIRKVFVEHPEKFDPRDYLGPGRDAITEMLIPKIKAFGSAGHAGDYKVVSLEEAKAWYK
#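 40 nM FBPA preincubated 10 min at RT with compound (up to 57.5 uM final), then substrate plus GAPDH/TPI/NAD/arsenate coupling and diaphorase/resazurin added. Fluorescence read after 20 min at RT, 525/598 nm.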
# AmpC no deterg = AmpC beta-lactamase inhibition without detergent; actives 0.52% (n = 330,000); Potency, µM (doses to about 57.1 µM), for the others: at the highest dose activity change, negative = inhibition, hits mostly inhibitors; P00811; AmpC nitrocefin hydrolysis, absorbance 480 nm, 0.0001% Triton;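 also: potency is read from the fitted curve at half-maximal effect; plate controls were no compound for no effect and no enzyme for full effect; nearly all actives have a fitted effect of over 20% in size; some results filed as inactive show a strong effect at the top dose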
#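 20 mM phosphate pH 7.0 + 0.01% (detergent screen) or 0.0001% Triton X-100; 5.3 nM AmpC reagent; cpd preinc 15 min RT; nitrocefin (800 uM stock) to start; A480 q20 s × 4 min; Activity was normalised to no-enzyme and no-compound control wells.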
# HCMV inh = blocks human cytomegalovirus replication. HFF cells, HCMV-luciferase reporter, 72 h; active compounds read low. actives 4.5% (n = 410,000). activity change, negative = inhibition, % at 57.5 µM; in the data active = activity change below about -60%; inconclusive = no clear call, values can overlap the other calls; inactive = above about -39%
#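 Two-dose cell screen: HFF monolayers treated with compounds and infected with luciferase-expressing HCMV at 1 PFU/cell, 72 h at 37C, then lysed for luciferase measurement.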
# HCV inhibitor = HCV inhibition; actives 3.4% (n = 340,000); Potency, µM (top dose mostly 41.8 µM), for the others: at the highest dose activity change, negative = inhibition, usual class: inhibitors; Huh7.5.1 HCVcc-Cre infection, luciferase reporter, 44 h; also: potency is read from the fitted curve at half-maximal effect
#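 Luciferase read-out (15 sec integration) after a 15 min room-temperature substrate step quantifies HCVcc-Cre infection. Cells, 1,000 per well, had compound added 4 h post-plating, then virus at ~0.5 moi, and were cultured 44 h.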
# An asterisk follows results filed as active; ? = inconclusive; nt = not tested or not shown; [ ] = remark or other dose. Unless noted, calls follow the shape of the dose curve; as a rule, active = well fitted curve in the direction sought with a large enough effect; inconclusive = small, poorly fitted or top-dose-only effect, or another doubt; inactive = no such curve, though single readings can be large; an effect the other way counts as inactive or inconclusive. Unless noted, % is scaled to controls: 0 for no effect and ±100 for the full control effect.
# Start of the listing, in advance (five entries):
SMILES,AmpC detergent,Sm TGR block,FBPA Giardia inh,AmpC no deterg,HCMV inh,HCV inhibitor
CN(C)C1(CNC(=O)C2CCN(S(=O)(=O)c3c(Cl)cccc3Cl)CC2)CCCCC1,-20%,-1%,nt,55%,6,-30%
Cc1ccc(S(=O)(=O)Nc2nc(C)c(C(=O)Nc3ccccc3)s2)cc1,-8%,10%,7%,-17%,3,5%
O=c1nc(-c2ccccc2Cl)c2cc(F)ccc2[nH]1,0%,3%,0%,-26%,-21,2%
COCCNS(=O)(=O)c1ccc(C2CNC(=O)C2)cc1 (stereo not drawn),?,-8%,6%,-3%,-7,8%
O=C(/C=C/c1ccccc1[N+](=O)[O-])NCCCN1CCCC1=O,-6%,-7%,nt,-2%,20,16%

# This part in full, from the start:
SMILES,AmpC detergent,Sm TGR block,FBPA Giardia inh,AmpC no deterg,HCMV inh,HCV inhibitor
CN(C)C1(CNC(=O)C2CCN(S(=O)(=O)c3c(Cl)cccc3Cl)CC2)CCCCC1,-20%,-1%,nt,55%,6,-30%
Cc1ccc(S(=O)(=O)Nc2nc(C)c(C(=O)Nc3ccccc3)s2)cc1,-8%,10%,7%,-17%,3,5%
O=c1nc(-c2ccccc2Cl)c2cc(F)ccc2[nH]1,0%,3%,0%,-26%,-21,2%
COCCNS(=O)(=O)c1ccc(C2CNC(=O)C2)cc1 (stereo not drawn),?,-8%,6%,-3%,-7,8%
O=C(/C=C/c1ccccc1[N+](=O)[O-])NCCCN1CCCC1=O,-6%,-7%,nt,-2%,20,16%
CCCC(=O)Nc1ccc(-c2cnc(-c3ccc(NC(=O)CCC)cc3)nc2)cc1,0%,7%,9%,4%,73,-1%
CCc1nc(C)cn1S(=O)(=O)c1cc(F)ccc1OC,0%,13%,0%,0%,-35,0%
O=C(Nc1ccc(F)cc1)c1cc(S(=O)(=O)N2CCCCC2)cs1,4%,-24%,1%,22µM*,-84*,?
COc1ccc(NC(=O)c2nc[nH]c2C(=O)Nc2ccccc2C)cc1,2%,1%,3%,-17%,29,7%
CC(=O)c1cc(-c2ccccc2)n(CCC(=O)NC(C)(C)C)c1C,3%,-10%,6%,24%,nt,0%
Cc1onc(-c2c(F)cccc2Cl)c1C(=O)OCC(=O)c1c[nH]c2ccccc12,?,-10%,-6%,-36%,0,?
CCCCCCCCCC(=O)Nc1cccnc1,6%,0%,2%,-2%,nt,nt
O=C(Nc1cnn(Cc2ccccc2)c1)NC12CC3CC(CC(C3)C1)C2,-4%,2%,-17%,-21%,17,-22%
CCC(=O)NC(=S)Nc1ccc(NC(=O)COc2ccc([N+](=O)[O-])cc2)cc1,-13%,-28%,0%,?,-19,?
c1ccc(C2=Nc3cccnc3C(c3ccccc3)=NN2)cc1,1%,-4%,2%,33%,19,16%
CCn1c(SCC(=O)Nc2cc(C)on2)nc2c([nH]c3ccccc32)c1=O,-5%,-1%,nt,-25%,111,-25%
COc1ccc(CNC(=O)CN(c2ccc(C(C)=O)cc2)S(=O)(=O)c2ccc(C)cc2)cc1OC,nt,nt,nt,-4%,0,0%
C(=N\n1cnnc1)/c1ccc(OCc2cccc3ccccc23)cc1,-11%,-14%,-1%,77%[activator],58,-6%
O=C(NC1CCCCC1)c1ccc(Cn2c(SCc3ccc(F)cc3)nc3cccnc32)cc1,2%,-4%,nt,nt,6,nt
CCC1(c2ccc(F)cc2)NC(=O)N(CC(=O)NCc2ccc(F)cc2)C1=O (stereo not drawn),-7%,-8%,2%,4%,22,4%
CCCS(=O)(=O)c1c(S(=O)(=O)CCC)c2c(C)cccn2c1C(=O)OC,?,10µM*,2%,3%,-9,?
O=[N+]([O-])c1ccc(O)c(/C=N/Nc2nn[nH]n2)c1,-7%,-2%,?,-16%,29,3%
COc1cc(C2Nc3ccccc3C(=O)N2c2ccccc2)ccc1O (stereo not drawn),-4%,-8%,-26%,-41%,40,8%
CCN1CCN(C2CCCCC2NS(=O)(=O)c2ccc(Cl)cc2)CC1 (stereo not drawn),-12%,0%,1%,9%,nt,19%
COc1coc(/C=C/C(=O)O)cc1=O,?,-3%,-4%,5%,?,20%
O=c1cc2oc3cc(O)c(O)cc3c(-c3ccccc3O)c-2cc1O,1%,8.9µM*,16µM*,16µM*,nt,-27%
C=CCOCCN1C(=O)C2C(c3ccccc3)C=CC(c3ccccc3)C2C1=O (stereo not drawn),4%,-33%,1%,nt,-38,-6%
CC(CCc1ccccc1)NC(=O)CSc1ccccn1 (stereo not drawn),10%,1%,3%,-13%,40,7%
COc1ccccc1CCNC(=O)Cc1c(C)c2cc3c(C)coc3cc2oc1=O,19%,-2%,nt,nt,-21,nt
COc1ccccc1OCCCC(=O)Nc1nccs1,-6%,-1%,0%,-19%,36,-13%
CC(C)(C)C1(C)OC(C(N)=O)C(C(N)=O)O1 (stereo not drawn),-3%,11%,10%,-6%,2,0%
N#Cc1c(C(F)(F)F)cc(-c2cccs2)nc1SCc1ccccc1F,23%,-2%,nt,nt,-7,nt
CNS(=O)(=O)c1cccc(C(=O)OC2CCCCC2=O)c1 (stereo not drawn),5%,-26%,0%,-8%,3,3%
CCOC(=O)C1=C(CN2CCN(CC)CC2)NC(=O)NC1c1ccc(Cl)cc1 (stereo not drawn),2%,3%,nt,nt,-14,nt
Cc1nonc1C1CCCN1Cc1nc(-c2ccccc2Cl)oc1C (stereo not drawn),-1%,?,-4%,36%,-35,-12%
Cc1nnc2c(-c3ccccc3)nc3ccccc3n12,?,4%,1%,-13%,48,?
Cc1ccc2nc(-c3ccccc3N)[nH]c2c1,3%,nt,-22%,-44%,19,-3%
O=C(CCc1nc2ccccc2s1)NC1CCOC1=O (stereo not drawn),10%,-2%,2%,-12%,-31,7%
COc1ccc(/C=C(/NC(=O)c2ccccc2)C(=O)N/N=C/c2ccncc2)cc1,-19%,-2%,-1%,22%,-33,11%
COc1ccc(/C=C/C(=O)N(CCC(N)=O)c2ccccc2)cc1S(=O)(=O)N1CCOCC1,?,0%,nt,-5%,-13,1%
C/C=C/c1ccc(OCCCCN2CCC(C)CC2)c(OC)c1,9%,-16%,?,46%,-15,14µM*
CCOC(=O)c1[nH]c2ccc(OC)cc2c1NS(=O)(=O)c1ccc(OC)cc1OC,?,6%,2%,-11%,47,-24%
CCOc1cc(Cl)c(NC(C)=O)cc1OCC,?,-11%,1%,-19%,-63*,?
COc1ccc(-n2nnc3c(=O)n(CC(=O)N4CCCC4)cnc32)cc1,-4%,6%,3%,-16%,10,18%
CCCN(CC(=O)Nc1ccc(C(N)=O)cc1)CC(=O)Nc1ccccc1C,-1%,2%,0%,-24%,-6,19%

# Entries above containing a thiophene ring, fused or not, in the order listed:
SMILES,AmpC detergent,Sm TGR block,FBPA Giardia inh,AmpC no deterg,HCMV inh,HCV inhibitor
O=C(Nc1ccc(F)cc1)c1cc(S(=O)(=O)N2CCCCC2)cs1,4%,-24%,1%,22µM*,-84*,?
N#Cc1c(C(F)(F)F)cc(-c2cccs2)nc1SCc1ccccc1F,23%,-2%,nt,nt,-7,nt

# Additional results follow.
SMILES,AmpC detergent,Sm TGR block,FBPA Giardia inh,AmpC no deterg,HCMV inh,HCV inhibitor
CCCc1nc2ccc(NC(=O)c3ccco3)cc2c(=O)n1Cc1ccccc1Cl,-10%,-11%,0%,19%,?,?
FC(F)(F)c1nc(=S)c2ccccc2[nH]1,-11%,2µM*,?,-12%,-3,-29%
CCC(=O)Nc1ccc(C(=O)NNC(=O)c2cccc(C)c2)cc1,-3%,-13%,-9%,-24%,16,9%
Cc1ccc(NC(=O)C2CCN(c3nn4c(=O)cc(C)nc4s3)CC2)cc1,18%,5%,nt,nt,-7,nt
O=C(Nc1nccs1)C1Cc2ccccc2CN1S(=O)(=O)c1ccc(F)cc1 (stereo not drawn),-1%,0%,0%,-41%,-20,-15%
COc1ccc(NC(=O)c2csc3c2CCCCC3)c(OC)c1,3%,5%,-13%,-28%,-21,?
CC(=O)Nc1c(C)nn(-c2ccccc2)c1N1CCC(C(=O)NCc2cccc(Cl)c2)CC1,10%,-1%,nt,nt,19,nt
O=S(=O)(Nc1ccccn1)c1ccc(Br)cc1,?,-6%,1%,-9%,16,0%
COC(=O)CCCNC(=O)CN1CC(c2ccccc2)CC1=O (stereo not drawn),?,6%,2%,-10%,58,3%
Cc1ccc(C2=NOC(=O)/C2=C\C=C\c2ccccc2)cc1,-12%,?,-14%,32µM*,-109*,?
CCOc1cc(C2NC(=O)NC(C)=C2C(=O)NCc2ccccc2)c(Cl)cc1O (stereo not drawn),-7%,0%,1%,-2%,36,-1%
CCN(CC(=O)NC(C)C)C(=O)c1cc(S(=O)(=O)N2CCCCC2)ccc1N1CCCCC1,nt,nt,nt,-9%,3,27%
O=[N+]([O-])c1ccc2c(c1)nc1n2CCSC1,-1%,29%,1%,-4%,6,13%
O=C(O)C1CCN(S(=O)(=O)c2ccc(Cl)s2)CC1,nt,nt,nt,-14%,22,6%
COC(=O)/C(=C\Nc1ccc(Cl)cc1Cl)NC(=O)c1ccccc1,-6%,0%,-4%,nt,-28,?
CC(C)Oc1cccc(C(=O)Nc2ccc3oc(-c4ccccc4)nc3c2)c1,15%,7%,nt,nt,-33,nt
Cc1cc(-c2csc(N)n2)c(C)n1CCc1ccccc1,?,0%,0%,-33%,-18,?
O=C(NCc1ccccc1)C1=C[C@@H](c2ccc(C(F)(F)F)cc2)C[C@@H](OCc2ccc(CO)cc2)O1,11%,-28%,-22%,-28%,-21,19%[8.37 µM]
CC(=O)Nc1ccc(Sc2ccccc2C(=O)O)cc1,?,1%,3%,-5%[2.29 µM],-38,11%
COc1ccc(NC(=O)Cn2c(=O)c3cccn3c3ccccc32)cc1,13%,0%,nt,nt,-16,nt
O=C(CCSc1nnc(-c2ccncc2)o1)Nc1ccccc1,2%,52%[activator],9%,-14%,2,0%
CC(=O)c1sc(NC(=O)CN2C(=O)C3CCCCC3C2=O)nc1-c1ccccc1 (stereo not drawn),0%,-21%,nt,-7%,64,11%
CCOC(=O)C1=C(C)NC(=O)NC1c1ccc(Br)s1 (stereo not drawn),4%,-16%,-9%,-11%,68,-7%
CCC(C(=O)NCCc1ccc(OC)cc1OC)n1nc(C)n2c(cc3occc32)c1=O (stereo not drawn),1%,-7%,3%,27%,?,-24%
CC(C)N1CCc2c(sc(NC(=S)NC(=O)c3ccccc3)c2C#N)C1,-12%,-16%,?,23%,9,-23%
O=C(COC(=O)COc1ccc(Cl)cc1Br)NC1CC1,nt,nt,nt,-6%,18,-2%
CC(C)(C)NC(=O)C(c1ccccc1)N(Cc1cccs1)C(=O)c1csnn1 (stereo not drawn),7%,-2%,1%,-8%,30,-2%
CCCCCCSc1nnc2c(n1)OC(C)Nc1ccc(Br)cc1-2 (stereo not drawn),3%,-3%,nt,nt,-4,nt
Nc1nonc1-n1nnc(C(=O)N/N=C/c2ccccc2)c1CN1CCc2ccccc21,?,-7%,-12%,-50%,-3,7%
O=C1/C(=C\c2ccc([N+](=O)[O-])cc2)CCc2ccccc21,0%,3%,1%,-17%,-3,3%
CC(C)(C)NC(=O)c1ccccc1NC(=O)c1ccc2c(c1)OCO2,-6%,nt,0%,-15%,-10,?
CCc1ccc2nc(Nc3nc(COC)cc(=O)[nH]3)nc(C)c2c1,-4%,3%,-4%,-16%,-27,?

# Compounds as they come; about 9.9% have a hit in one of these screens.
